Source: PubChem
PPC-1+TRAIL kill – compounds killing PPC-1 cancer cells with TRAIL present (potentiator screen, no TRAIL-free arm); PPC-1 cells + TRAIL, ATPLite viability luminescence; cell killing (% activity), % at 4 µM; actives 0.41% (n = 220,000); AID 1443;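 active = cell killing above 50% in the first pass at 4 µM, then a duplicate retest at 5 µM averaging 50% or more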;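 note: plate controls were cells with TRAIL plus DMSO for no effect and medium-only wells lacking cells for full effect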
CHOP inhibitor – blocks CHOP induction under ER stress | CHO-K1 CHOP-promoter luciferase, tunicamycin-induced, 15-18 h | actives 3.8% (n = 220,000) | inhibition, % at 10 µM;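 active = compounds that reduced the stress-induced luciferase reporter signal by more than about 70% of percent inhibition, limit read from the data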;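 note: 0% = tunicamycin plus vehicle and 100% = wells without tunicamycin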
Wee1 stabilizer – human Wee1 degradation inhibition, primary screen; P30291; HeLa Luc-Wee1K328M stability, luciferase luminescence; 100% = proteasome inhibitor MG132 effect; reporter increase, % at 5 µM; actives 1.2% (n = 220,000);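 active = activation above the mean of all tested compounds plus 3 SD, set per screening run, cut at about 8.8% in these data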;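 note: cells exposed to compound for 20 h before luminescence read; 0% = DMSO alone and 100% = MG132 at 30 µM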
Tb hexokinase – T. brucei hexokinase 1 inhibition; inhibition, % at 10 µM; actives 0.11% (n = 220,000); recombinant TbHK1, G6PDH-coupled NADH A340;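 active = inhibition of 50% or more in the single-dose primary screen; inactive = inhibition below 50%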
zVAD death inh – L929 zVAD cell death inhibition | L929 zVAD necroptosis rescue, ATP luminescence, 24 h; with zVAD 60 µM | viability rescue, % at 10 µM | actives 0.38% (n = 220,000) | AID 1377;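 active = activation, scaled between plate controls, above about 75%, limit read from the data; inactive = activation under that limit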;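 note: 0% = zVAD with DMSO and 100% = DMSO alone without zVAD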
EP2 antag – blocks the human prostaglandin E2 receptor EP2 | actives 0.52% (n = 260,000) | P43116 | C6 glioma cells expressing human EP2, cAMP TR-FRET; cells stimulated with saturating PGE2 | inhibition, % at 25 µM | AID 1422;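 active = percent inhibition above 40 after rounding to a whole number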;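 note: rat C6 glioma host cells with rolipram phosphodiesterase inhibitor present; the protocol text gives 20 µM as final concentration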
Target sequence (P43116 whole entry, looked up): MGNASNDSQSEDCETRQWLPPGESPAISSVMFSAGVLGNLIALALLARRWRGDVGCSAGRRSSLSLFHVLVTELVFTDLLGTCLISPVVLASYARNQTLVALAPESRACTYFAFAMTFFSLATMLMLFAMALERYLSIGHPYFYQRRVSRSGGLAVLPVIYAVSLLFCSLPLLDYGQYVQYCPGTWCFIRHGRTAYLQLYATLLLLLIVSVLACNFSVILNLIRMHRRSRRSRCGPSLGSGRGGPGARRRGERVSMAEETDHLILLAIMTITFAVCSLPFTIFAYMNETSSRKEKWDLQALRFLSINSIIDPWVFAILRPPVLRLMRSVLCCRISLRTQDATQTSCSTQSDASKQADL
FXIa inh 1536 – factor XIa (human) inhibition; P03951; AID 798; purified FXIa, Boc-Glu-Ala-Arg-AMC fluorogenic substrate; actives 0.14% (n = 220,000); inhibition, % at 5 µM;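 active = inhibition of at least 40%; inactive = inhibition below 40%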;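 note: fluorescence of freed AMC excited at 355 nm; 0% = enzyme without compound and 100% = no enzyme blank; many of its hits are not listed in these tables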
FXIIa inh 1536 – blocks human coagulation factor XIIa protease activity; P00748; purified FXIIa, Boc-QGR-AMC fluorogenic substrate, 2 h; inhibition, % at 5 µM; actives 0.3% (n = 220,000); AID 800; in the data active = inhibition above about 40%;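 note: 0% = enzyme with no compound and 100% = blank without enzyme; many of its hits are not listed in these tables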
Target sequence (P00748 20-372 limits assumed): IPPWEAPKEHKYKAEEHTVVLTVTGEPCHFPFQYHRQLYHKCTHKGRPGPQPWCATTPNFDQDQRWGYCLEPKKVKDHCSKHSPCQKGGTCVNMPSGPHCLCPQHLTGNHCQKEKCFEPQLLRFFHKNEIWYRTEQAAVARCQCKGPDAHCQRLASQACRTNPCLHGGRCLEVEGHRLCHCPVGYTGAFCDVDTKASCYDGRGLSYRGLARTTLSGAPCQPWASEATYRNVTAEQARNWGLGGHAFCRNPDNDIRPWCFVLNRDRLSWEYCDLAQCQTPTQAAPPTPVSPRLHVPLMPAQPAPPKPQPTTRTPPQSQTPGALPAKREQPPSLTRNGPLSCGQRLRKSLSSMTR
Target sequence (P00748 373-615 limits assumed): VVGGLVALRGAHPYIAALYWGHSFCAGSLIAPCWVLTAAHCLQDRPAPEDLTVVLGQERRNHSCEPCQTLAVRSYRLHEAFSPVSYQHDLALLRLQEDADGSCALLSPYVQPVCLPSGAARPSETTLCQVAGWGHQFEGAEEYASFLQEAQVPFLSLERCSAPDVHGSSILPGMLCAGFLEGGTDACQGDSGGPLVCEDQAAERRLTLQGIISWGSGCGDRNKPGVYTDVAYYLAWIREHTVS
TNF necrop inh – inhibitors of TNF-alpha induced necroptosis in Jurkat FADD-/- cells; Jurkat FADD-/- TNF necroptosis rescue, ATP luminescence, 24 h; 0 = TNF only, 100 = no-TNF cells; activation (protection from cell death), % at 10 µM; actives 0.068% (n = 220,000); AID 463075;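 active = activation, meaning protection from cell death, of at least 50% relative to plate controls; inactive = activation below 50%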;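 note: necroptosis triggered by 40 ng/mL TNF-alpha added together with compound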
* marks the source's active call; other numbers are inactive results; . = no result given; & = joins results of further samples. This is a subset (hit frequency here may not be typical).

no.	canonical_smiles	PPC-1+TRAIL kill	CHOP inhibitor	Wee1 stabilizer	Tb hexokinase	zVAD death inh	EP2 antag	FXIa inh 1536	FXIIa inh 1536	TNF necrop inh
1	Nc1ncnc2c1ncn2[C@@H]1O[C@H](CO)[C@@H](O)[C@H]1O	10	4	-2	5	3.4	13&11	4	14	0.6
2	CCOC(=O)c1cc2c(=O)n3ccccc3nc2n(C(C)C)c1=NC(=O)c1c(-c2c(F)cccc2Cl)noc1C	11	-5	0	-3	1.8	7	-5	-7	-3.4
3	O=C(NCCNc1ccc([N+](=O)[O-])cc1C(F)(F)F)c1ccccc1	-4	11	0	-16	0.6	9	10	8	0.8
4	CC(NC(=O)CCc1nnc(C2(c3ccc(Cl)cc3)CCC2)o1)C1CC1 (stereo not given)	2	-3	-4	2	-0.7	4	-5	9	-0.2
5	COc1ccc(C)cc1NC(=O)NC1CCN(Cc2ccccc2)CC1	18	16	7	6	0.8	7	-6	-7	1.7
6	CCOC(=O)C1=C2NC(=O)c3ccccc3N2C(=O)C1	6	-9	0	0	3.2	4	-10	0	0.4
7	O=C(Oc1c(Cl)cc(Cl)c2ccccc12)N1CCCC1	0	43	-2	0	-0.1	6	6	15	-1.0
8	COC(=O)c1c(N2C(=O)CC(Sc3ccccc3C(=O)O)C2=O)sc2c1CCCC2 (stereo not given)	-5	-1	-3	-6	0.4	7	5	8	-1.1
9	Cc1c(-c2ccccc2)nc2ccccc2c1C(=O)OCC(=O)Nc1ncc(C(F)(F)F)cc1Cl	16	41	0	23	0.8	9	3	7	1.2
10	O=C(O)c1[nH]c2ccc(Cl)cc2c1CC(=O)N1CCN(C(=O)c2ccco2)CC1	-2	-4	-1	17	-0.1	8	-1	-6	0.2
11	C=CCOc1ccc2nc(NC(=O)OC)[nH]c2c1	7	.	2	-5	-1.2	1	0	12	-9.2
12	COc1cc2c(cc1NC(=O)Nc1ccc(C)cc1)oc1ccccc12	8	59	3	-8	1.0	11	-10	-3	1.1
13	Cc1oc(C(=O)O)cc1CSCc1ccoc1C(=O)O	-1	3	-1	1	1.0	11	-9	-10	0.8
14	O=C(Cc1ccc(-n2c(=O)c3sccc3n(Cc3ccc(F)cc3)c2=O)cc1)NCc1ccco1	19	12	-1	-7	0.1	10	-4	7	-2.9
15	O=C(NCC1c2ccccc2CCN1C(=O)CN1C(=O)c2ccccc2C1=O)C1CCCCC1 (stereo not given)	19	13	2	-9	0.2	14	3	20	1.0
16	Cc1cc2c(=O)n(NC(N)=O)c(C)nc2s1	10	-10	-2	41	0.1	10	-12	-10	1.1
17	CCOc1ccc2nc(SCC(=O)Nc3ccc(S(=O)(=O)N4CCCC4)cc3)c(C)cc2c1	9	-2	1	-10	0.1	9	1	16	4.1
18	Cc1ccc(S(=O)(=O)NCC(C)NS(C)(=O)=O)cc1 (stereo not given)	33	15	-1	2	0.1	14	-6	-3	-0.9
19	CCOc1ccccc1NC(=O)Cn1c(=O)n(-c2ccc(OC)cc2OC)c(=O)c2c(C)c(C(=O)N(CC)CC)sc21	3	9	-1	-8	-0.2	1	4	9	3.3
20	CCn1nnc(NC(=O)C(C)Oc2ccc(Cl)cc2Cl)n1 (stereo not given)	3	1	-2	9	-0.4	7	-22	14	-1.4
21	Cc1cccc(-c2nc(C)cc(=O)[nH]2)c1	7	8	2	-9	0.1	18	0	3	0.9
22	COc1cc(NC(=O)c2ccco2)c(C(=O)OCC(=O)c2c[nH]c3ccccc23)cc1OC	22	107*	-2	10	2.0	19	5	7	-0.8
23	Cc1ccn2c(c1)nc(=S)n2C(=O)c1ccco1	71*	5	3	-39	.	8	12	18	-2.3
24	C=CCc1ccccc1OCC(=O)N/N=C/c1ccc(OC(C)=O)cc1OC(C)=O	23	73*	-2	-13	3.1	3	6	6	-6.5
25	CC(=O)Nn1cnc2c(c1=O)C1(CCCC1)Cc1ccccc1-2	27	38	-2	-2	-0.9	6	5	-3	-0.7
26	Cc1ccc(C2C(C(=O)O)c3ccccc3C(=O)N2C)c(C)c1 (stereo not given)	-7	-3	-2	-5	.	6	3	11	0.7
27	O=C(CNC(=O)/C(=C\c1ccc(Br)cc1)NC(=O)c1ccccc1)OCc1ccccc1	12	12	-2	6	-0.6	7	-6	11	-0.2
28	CCn1c(SCC(=O)Nc2nc(C)cs2)nnc1-c1ccoc1C	28	19	-3	-8	-0.1	5	5	-6	3.9
29	Cc1cc(/C=N/n2cnnc2)c(C)n1-c1ccc(OCc2ccc(Cl)cc2Cl)cc1	23	108*	-3	-6	0.8	13	4	15	-6.9
30	CCCNC(=O)c1nc(C)n(-c2cc(Cl)ccc2Cl)n1	21	5	2	-1	2.3	5	5	7	-0.4
31	COc1ccccc1NC(=O)CCC(=O)OCc1ccc(Br)cc1	2	-2	-1	3	-0.8	9	5	8	0.9
32	CCC(=NCCc1c(C)[nH]c2ccc(OC(F)(F)F)cc12)C1=C(O)CC(c2ccccc2)CC1=O (stereo not given)	-3	37	-2	-2	-0.6	11	2	5	-12
33	O=C1SC(SCc2ccccc2Cl)=N/C1=C\c1ccc(C(=O)O)cc1	16	82*	-3	-4	-0.3	3	6	18	-2.5
34	O=C(O)c1cccc(S(=O)(=O)NCC2CCCO2)c1 (stereo not given)	8	-2	2	-2	-0.1	7	1	2	-0.9
35	O=C1CC(SCc2nc3ccccc3[nH]2)C(=O)N1c1ccc(F)cc1 (stereo not given)	-9	-15	0	-4	-0.3	13	-11	6	-0.9
36	COc1ccc(-n2nc(C(=O)Nc3ccc4c(c3)OCO4)c3ccccc3c2=O)c(OC)c1	-6	-15	2	1	0.1	6	-4	3	1.4
37	CCOc1ccccc1N(CC(=O)NCc1ccccc1)C(=O)CCC(=O)Nc1cc(C)ccn1	-12	27	-4	1	-1.3	6	0	10	1.5
38	CCNc1nc(NCC)nc(Oc2ccc(OCc3ccccc3)nn2)n1	8	6	-1	7	0.6	3	-1	5	-1.7
39	O=C(Cc1ccccc1)NCc1n[nH]c(=S)n1-c1ccccc1	-4	-1	2	-2	4.5	2	-5	2	0.8
40	Cc1onc(-c2c(F)cccc2Cl)c1C(=O)N1CCN(c2ncccn2)CC1	7	18	-2	-6	0.6	5	-5	8	0.1
41	CCO[C@@H]1OC(C(=O)NCc2ccccc2)=C[C@H](c2ccc(Br)cc2)[C@H]1CCCO	8	32	4	-15	1.8	10	-2	7	6.0
42	CC(CN1CCCCC1)OC(=O)c1ccc(Cl)cc1Cl (stereo not given)	10	46	7	-2	-0.3	3	3	18	-1.3
43	CC(=O)Nc1ccc(OC(=O)C(CCS(C)(=O)=O)N2C(=O)c3ccccc3C2=O)cc1 (stereo not given)	18	14	-1	0	0.6	15	2	13	-0.4
44	CCOC(=O)CSc1nnc(CNC(=O)c2cccc(C)c2)n1C	-28	-8	4	-3	0.0	7	4	7	0.1
45	COc1cc(-c2cc3nc4ccccc4n3c(N)c2C#N)cc(OC)c1OC	30	37	-2	-33	15	7	-14	-30	-11
46	O=C(Nc1ccc(F)cc1F)NC1CCN(Cc2c(F)cccc2Cl)CC1	12	4	2	-5	4.3	22	0	4	0.6
47	Cc1[nH]n(-c2nc(-c3ccccc3F)cc(=O)[nH]2)c(=O)c1CCO	25	4	2	-4	-0.2	2	-5	2	0.5
48	O=C(NNC(=O)C1CC1c1ccccc1)Nc1ccccc1 (stereo not given)	5	1	-3	-2	0.8	7	6	12	1.1
49	CCOC(=O)CC(NC(C)=O)c1ccc([N+](=O)[O-])cc1 (stereo not given)	15	12	4	2	0.2	4	-10	-1	0.4
50	COc1ccc(C2CC(c3ccc(Cl)cc3)Nc3nc(NC(=O)c4ccco4)nn32)cc1 (stereo not given)	15	-17	1	6	0.2	10	0	10	0.8

Quoted from the listing.
Tb hexokinase with #49 : 2
PPC-1+TRAIL kill with #27 : 12

Additional entries
no.	canonical_smiles	PPC-1+TRAIL kill	CHOP inhibitor	Wee1 stabilizer	Tb hexokinase	zVAD death inh	EP2 antag	FXIa inh 1536	FXIIa inh 1536	TNF necrop inh
51	CN(C)/N=C/c1ccc(Sc2ccc([N+](=O)[O-])cc2[N+](=O)[O-])o1	22	-90	-3	-3	-0.6	7	1	8	-6.5
52	CC(C)CC(c1nnnn1Cc1ccccc1)N1CCN(C(=O)c2ccco2)CC1 (stereo not given)	5	-1	1	2	-0.6	13	5	15	0.4
53	COCCCn1c(SCC(=O)NC2CCCCC2)nnc1-c1ccncc1	-10	0	0	-2	-0.3	5	10	14	-2.6
54	Cc1ccccc1OCC(O)Cn1c(SC(C)C)nc2c1c(=O)[nH]c(=O)n2C (stereo not given)	-2	18	-2	3	-1.2	7	1	17	-4.4
55	COCc1nnc(NC(C)=O)s1	-11	9	3	-1	3.9	10	-1	5	1.1
56	O=C(Nc1ccc2nc(-c3ccc4nc[nH]c4c3)[nH]c2c1)c1cccs1	22	14	1	-32	3.8	3	-2	5	1.0
57	COc1cc(CN2CCN(S(=O)(=O)c3ccc(NC(C)=O)cc3)CC2)cc(OC)c1O	13	-18	0	-1	2.6	3	0	3	3.4
58	Cc1nc(C)c(C(=O)NNS(=O)(=O)c2ccc([N+](=O)[O-])cc2)s1	27	-13	1	-1	0.7	3	6	8	2.5
59	Cn1c(C(=O)N2CCC(C(N)=O)CC2)cc2c(=O)n(C)c3ccccc3c21	-9	-1	1	-6	1.6	9	4	15	2.0
60	CCn1c(-c2ccccc2)c(C(=O)CCl)c2ccccc21	4	105*	0	-4	49	12	-3	5	-11

Sorted by heavy-atom count (ascending): 3 of the compounds above.
no.	canonical_smiles	PPC-1+TRAIL kill	CHOP inhibitor	Wee1 stabilizer	Tb hexokinase	zVAD death inh	EP2 antag	FXIa inh 1536	FXIIa inh 1536	TNF necrop inh
39	O=C(Cc1ccccc1)NCc1n[nH]c(=S)n1-c1ccccc1	-4	-1	2	-2	4.5	2	-5	2	0.8
8	COC(=O)c1c(N2C(=O)CC(Sc3ccccc3C(=O)O)C2=O)sc2c1CCCC2 (stereo not given)	-5	-1	-3	-6	0.4	7	5	8	-1.1
14	O=C(Cc1ccc(-n2c(=O)c3sccc3n(Cc3ccc(F)cc3)c2=O)cc1)NCc1ccco1	19	12	-1	-7	0.1	10	-4	7	-2.9
